Screening results: PubChem, National Center for Advancing Translational Sciences (NCATS)
S3 lipid droplet – qHTS Assay for Lipid Storage Modulators in Drosophila S3 Cells. AID 2685. Potency in µM for hits, for the others lipid storage change, negative = inhibition, % at the top dose, mostly 46.1 µM. 320,000 compounds, 0.64% hits. Drosophila S3 cells, BODIPY lipid droplet fluorescence, 18-24 h; cells fed with added oleic acid; active = well fitted inhibition curve with a large enough effect in the signal ratio, with a control signal flat, not every such curve was filed as active; inconclusive = small, poorly fitted or top-dose-only effect, or effect the other way, or a change in a side signal; the % refers to the signal ratio
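Drosophila S3 cells loaded with oleic acid (400 uM, as added) and compounds at several concentrations; lipid droplets imaged by 488-nm laser-scanning cytometry, 500–530 nm intensity and object ratio to cell channel. Percent activity normalized to 20 uM Triacsin C.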
S3 lipid droplet cell count max – recorded beside S3 lipid droplet, whose call it bears; cell number change, %; measured here: cell count max response;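 cells counted by Cell Tracker Red CMTPX staining in the red channel; peak over a dose series mostly up to 46.1 µM; percent activity relative to internal control wells on each plate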
The depositor's hits bear a star; i = inactive; ? = inconclusive; / = not tested or not shown; [ ] = another dose, or the depositor's remark. % is scaled to controls: 0 for no effect and ±100 for the full control effect; potency is read from the fitted curve at half-maximal effect. An excerpt. The share of hits here may be higher or lower than overall.

SMILES	S3 lipid droplet	S3 lipid droplet cell count max
CC(C)C(C)NC(=O)COC(=O)c1cccc(C(=O)OCC(=O)NC(C)C(C)C)n1 (stereo unspecified)	?	/
COc1ccc2c(CC(=O)OCC(=O)Nc3cccc(S(N)(=O)=O)c3)coc2c1	-10%	-10
Cc1cc(CNCc2c(C(=O)N(C)Cc3ccccc3)nc3ccccn23)nn1C	4%	5
Cc1ccccc1C(=O)N1CCC(C(=O)Nc2ccccn2)CC1	i	/
O=C(Nc1ccc2c(c1)CCC2)c1ccc(Br)s1	-11%[9.22 µM]	-11
CC1CC(C)CN(S(=O)(=O)CCNC(=O)c2ccccc2)C1 (stereo unspecified)	10%	/
N#C/C(=C1\CCCN1)c1nc2ccccc2c(=O)[nH]1	?	/
CC(Oc1ccc(Cl)cc1Cl)C(=O)Nc1ccc2oc(-c3ccncc3)nc2c1 (stereo unspecified)	?	/
Cc1[nH]c2ccccc2c1C(=O)C(=O)Nc1ccc2c(c1)OCO2	?	/
Cc1cc(Br)ccc1NC(=O)CN(C)C(=O)c1cc([N+](=O)[O-])ccc1N1CCOCC1	?	/
CCOC(=O)c1cccc(NC(=O)C2CCCN(c3nnc(N4CCCC4=O)s3)C2)c1 (stereo unspecified)	?	/
COc1ccc(OC)c(S(=O)(=O)NCC(c2cccs2)N2CCc3ccccc3C2)c1 (stereo unspecified)	i	/
O=C(CCCN1C(=O)c2ccccc2C1=O)NCCCn1ccnc1	6%	/
COc1ccc(CN2CCN(Cc3ccco3)CC2)cc1OC	-30%	4
O=C(CCC1CCCN(Cc2cccc3c2OCO3)C1)NCc1ccc(F)c(F)c1 (stereo unspecified)	-4%	-13
O=C(NCCc1nc2ccccc2[nH]1)/C(=C/c1ccco1)NC(=O)c1ccc(Br)o1	-4%	-2
COc1cc(C(=O)NCC(c2ccccc2)N(C)C)ccc1OCc1c(C)noc1C (stereo unspecified)	?	/
CC(=O)NCCN=C(C)c1sc2ccccc2c1O	i	/
CCOC(=O)C1CCN(Cc2ccc(C(=O)OC)cc2)CC1	?	/
CC(C)(C)c1ccc(OCC(=O)NCCN2CCCC2)cc1	i	21
Cc1ccc(-c2ccccc2NC(=O)CCl)o1	?	/
COc1ccc(C(=O)N/C(=C\c2cc(OC)c(OC)cc2[N+](=O)[O-])C(=O)NCC(=O)O)cc1	-6%	-9
CC1CCCC(NC(=O)C2N(CCCN3CCCC3)C(=O)C3C(C(=O)Nc4ccc(Cl)cc4)C4C=CC32O4)C1C (stereo unspecified)	i	13
CCOC(=O)C1CCN(C(=O)Nc2ccc(NC(=O)C3CCN(C(=O)OCC)CC3)cc2)CC1	?	/
CC(/C=N/NC(=O)c1cccs1)=C\c1ccco1	?	/
C#CCOc1c(Br)cc(/C=N/O)cc1OCC	i	/
O=C(O)c1ccc(NCc2ccncc2)cc1	?	/
N#CC1=C(N)N(c2ccccc2C#N)C2=C(C(=O)CCC2)C1c1ccsc1 (stereo unspecified)	?	/
CCCOC(=O)c1ccc(NC(=O)CSC2=Nc3ccccc3C3CC=NN23)cc1 (stereo unspecified)	?	/
O=[N+]([O-])c1ccc(/C=N/n2c(C3CCCCC3)n[nH]c2=S)cc1	?	/
O=C(Nc1ccn(C2CC(OC(=O)c3ccccc3)C(CO)O2)c(=O)n1)c1ccccc1 (stereo unspecified)	?	/
CC(Sc1nnc(N)s1)C(=O)NCc1ccc2c(c1)OCO2 (stereo unspecified)	?	/
COc1ccc(C2CC(c3ccccc3)n3nc(NC(=O)c4cccs4)nc3N2)cc1 (stereo unspecified)	?	/
COc1ccc(NC(=O)C2=CCN(S(=O)(=O)c3ccccc3)CC2)cc1OC	?	/
O=C(COC(=O)c1cc([N+](=O)[O-])ccc1NCCO)c1ccc(Cl)cc1	-9%	-18
Cc1ccn2c(=O)nc(SCC(=O)Nc3ccc4c(c3)OCCO4)nc2c1	?	/
COc1cc(NC(=O)Cn2ncc3c2-c2ccccc2OC3)cc(OC)c1OC	23%[9.22 µM]	/
CN(C)CC1CCCCC1OC(=O)/C=C/c1ccc(Cl)cc1Cl (stereo unspecified)	?	/
CCCS(=O)(=O)N1CCC(C(=O)NCCc2ccccc2)CC1	?	/
COc1ccc(-c2cnnc(N/N=C/c3ccc(OC)c(OC)c3)n2)cc1	?	/
O=C(N=Nc1c(O)[nH]c2ccc(F)cc12)c1ccc(NS(=O)(=O)c2cccs2)cc1	?	/
CCN1C(=O)S/C(=C/c2cn(C)c3ccccc23)C1=O	?	/
Cc1cccc(C(=O)NCC(=O)Nc2ccc(S(=O)(=O)Nc3nc(C)cc(C)n3)cc2)c1	?	/
O=C(NCc1ccccc1)c1ccc(S(=O)(=O)Nc2cccc(C(F)(F)F)c2)cc1	4%	-1
CCOC(=O)c1c(-c2ccccc2)csc1NC(=O)c1ccc(S(=O)(=O)N2CCOCC2)cc1	?	/
COc1ccc2ccccc2c1CN1CCSCC1	?	/
CC(C(=O)Nc1cc(Cl)cc(Cl)c1)N1CCCC1 (stereo unspecified)	-8%	-7
Cc1cccc2c1cnn2C(=O)CCC(=O)NCC(C)c1ccccc1 (stereo unspecified)	i	9
O=[n+]1cc(-c2ccc(Br)cc2)n([O-])c2c1CCC2	23%	4
CCN(Cc1ccccc1)C(=O)Cc1c[nH]c2ccccc12	-13%	25
COc1ccc(CCNc2nc(-c3ccc(O)cc3)cs2)cc1OC	?	/
CCOC(=O)CCCNC(=O)COC(=O)c1cccc(F)c1	?	/
O=C(CCS(=O)(=O)c1cccs1)Nc1ccc(C(=O)NC2CCN(Cc3ccccc3)CC2)cc1	?	/
CCC(=O)n1nc(-c2cccnc2)nc1NCc1ccccc1	?	/
Cc1cc(C)nc(NC(=O)c2cc(-c3ccc4c(c3)OCO4)nc3ccccc23)c1	?	/
COc1ccc(C(C2C(=O)CC(C)(C)CC2=O)C2C(=O)CC(C)(C)CC2=O)cc1COCC(F)(F)F	6%	4
CC1=NNC(=O)C1CCC(=O)N/N=C(\C)c1ccc(Cl)cc1 (stereo unspecified)	?	/
CCN(CC)c1ccc2c(C)c(CO)c(=O)oc2c1	?	/
CC(O)c1cccc(N=Cc2ccc3ccccc3c2O)c1 (stereo unspecified)	-1%	-5
O=C(Nc1ccc(Br)cc1F)c1sccc1-n1cccc1	-1%	-18

15 structures already listed, arranged by SMILES length, descending:
SMILES	S3 lipid droplet	S3 lipid droplet cell count max
COc1ccc(C(C2C(=O)CC(C)(C)CC2=O)C2C(=O)CC(C)(C)CC2=O)cc1COCC(F)(F)F	6%	4
CCOC(=O)c1c(-c2ccccc2)csc1NC(=O)c1ccc(S(=O)(=O)N2CCOCC2)cc1	?	/
O=C(N=Nc1c(O)[nH]c2ccc(F)cc12)c1ccc(NS(=O)(=O)c2cccs2)cc1	?	/
O=C(NCc1ccccc1)c1ccc(S(=O)(=O)Nc2cccc(C(F)(F)F)c2)cc1	4%	-1
Cc1cc(C)nc(NC(=O)c2cc(-c3ccc4c(c3)OCO4)nc3ccccc23)c1	?	/
CC1=NNC(=O)C1CCC(=O)N/N=C(\C)c1ccc(Cl)cc1 (stereo unspecified)	?	/
Cc1cccc2c1cnn2C(=O)CCC(=O)NCC(C)c1ccccc1 (stereo unspecified)	i	9
COc1ccc(CCNc2nc(-c3ccc(O)cc3)cs2)cc1OC	?	/
CCN1C(=O)S/C(=C/c2cn(C)c3ccccc23)C1=O	?	/
CCN(Cc1ccccc1)C(=O)Cc1c[nH]c2ccccc12	-13%	25
CCOC(=O)CCCNC(=O)COC(=O)c1cccc(F)c1	?	/
O=C(Nc1ccc(Br)cc1F)c1sccc1-n1cccc1	-1%	-18
CC(C(=O)Nc1cc(Cl)cc(Cl)c1)N1CCCC1 (stereo unspecified)	-8%	-7
CCN(CC)c1ccc2c(C)c(CO)c(=O)oc2c1	?	/
COc1ccc2ccccc2c1CN1CCSCC1	?	/

Later entries.
SMILES	S3 lipid droplet	S3 lipid droplet cell count max
CCCCOc1ccc(/C=C/C(=O)NC2=Nc3ccccc3NC(C)=C2C(=O)OCC)cc1OC	?	/
Cc1ccc(Cn2ncc3c(N4CCN(Cc5ccc(Cl)cc5)CC4)ncnc32)cc1	?	/
CSc1nsc(SCC(=O)Nc2ccc(Cl)c(C(=O)O)c2)n1	1.5µM*	6.9*
COC(=O)c1ccc(NC(=O)CCN2C(=O)NC(C)(C)C2=O)cc1	?	/
Cc1noc(C)c1CSCC(=O)N(C)CC(=O)Nc1ccc(Cl)c(C(F)(F)F)c1	?	/
Cc1sc(-c2ccncc2)nc1OC(=O)c1ccc(Cl)cc1	?	/
Cc1ccc(C)c(NC(=O)CN(C)C(=O)c2ccc3[nH]c4c(c3c2)CC(C)CC4)c1 (stereo unspecified)	?	/
COc1ccc(/C=C2\SC(=O)N(CCNC(=O)Cn3cnnn3)C2=O)cc1	i	21
O=C(c1ccccc1)N(Cc1nc2ccccc2c(=O)[nH]1)C1CCCC1	1%	1
COC(=O)Cc1c(C(=O)OC)nnn1-c1cccc(C(F)(F)F)c1	?	/
COc1cccc(NC(=O)c2ccccc2C(F)(F)F)c1	?	/
O=C(Cc1cccs1)Nc1ccon1	i	/
CCOC(=O)C1=C(C)NC(C)=C(C(=O)OCC)C1C(=O)OCC(=O)NC(C)c1ccccc1 (stereo unspecified)	?	/
CN=C(Nc1ccc(C(=O)OC)s1)c1ccccc1	13%	/
COC(=O)c1ccc(-n2nnnc2SCC(=O)Nc2cc(OC)ccc2OC)cc1	23%	-1
CC(=O)c1ccc2c(ccc3ccccc32)c1	?	/
CC(=O)NCCC1CCN(C(=O)C2CCC(=O)N(C3CCCC3)C2)CC1 (stereo unspecified)	i	0
CC(C)(C)c1ccc(-c2noc(C(=O)NN)n2)cc1	5%	8
O=C(c1cc(F)c(F)c(F)c1F)N1CCN(Cc2ccc3c(c2)OCO3)CC1	i	-2
O=S(=O)(c1ccc(S(=O)(=O)N2CCCN(Cc3ccccc3)C2)cc1)N1CCCCCC1	?	/
O=C(CNC(=O)c1cccc(OC(F)F)c1)OCC(=O)c1ccccc1	-6%	-1
c1ccc(N2CCN(CC3CCCCC3)CC2)cc1	13%	6
CCN1CCN(C(c2cc3cccc(C)c3[nH]c2=O)c2nnnn2Cc2ccccc2)CC1 (stereo unspecified)	?	/
C/C(CC(=O)Nc1ccc2c(c1)OCCO2)=N\NC(=O)COc1ccc(C)cc1	i	-18
COc1ccc(-c2cc(C(=O)Nc3cc(C)on3)c3ccccc3n2)c(OC)c1	?	/
O=C(CCCn1c(=S)[nH]c2ccsc2c1=O)NCc1ccco1	-10%	15
CC1CCCCC1NC(=O)CCn1ccc2cc(S(=O)(=O)N3CCCC3)ccc21 (stereo unspecified)	17%	23
Cc1ccc2[nH]c(=O)c(C(c3nnnn3CC3CCCO3)N3CCCc4ccccc43)cc2c1 (stereo unspecified)	?	/
COc1ccc(C(=O)OCC(=O)Nc2sccc2C(N)=O)cc1[N+](=O)[O-]	?	/
O=C(c1cccc(Br)c1)N1CCCc2ccccc21	0.82µM*	-21*
Cc1nn(-c2ccccc2)c(Cl)c1/C=N/NS(=O)(=O)c1ccc(Br)cc1	?	/
CS(=O)(=O)N(CC(=O)NCc1ccccn1)c1ccc2c(c1)OCCO2	i	/
Cc1ccc(C(=O)O)cc1-n1c(C)cc(C=O)c1C	?	/
NS(=O)(=O)c1cc(C(=O)OCC(=O)Nc2ccccc2[N+](=O)[O-])ccc1Cl	?	/
CCC(c1nnnn1C(C)(C)CC)N(CCN1CCOCC1)Cc1cc2cc(C)ccc2[nH]c1=O (stereo unspecified)	?	/
Cc1ccc2c(C)nc(/N=C(\N)NC(=O)N3c4ccccc4Sc4ccccc43)nc2c1	?	/
COCCNC(=O)NC12CC3CC(CC(C3)C1)C2	?	/
Cc1ccc(CNC(=O)COC(=O)c2c(C)noc2C)cc1	?	/
COCC(=O)N1CCC(Oc2ccc(C(=O)NCCCn3cccn3)cc2)CC1	i	15
O=C(Nc1ccc(OC(F)(F)F)cc1)c1n[nH]c(Cn2cncn2)n1	-2%	/
O=C(Nc1ccccc1C(=O)OCn1nnc2ccccc2c1=O)c1ccco1	?	/
Clc1ccccc1OCCN1CCCCC1	?	/
Cc1c(C#N)c2ncn(CC#N)c(=O)c2n1-c1ccccc1	i	/
CCCSc1nnc(N2C(=O)CC(c3ccsc3)C3=C2CCCC3=O)s1 (stereo unspecified)	?	/
COc1cc(OC)cc(C(=O)c2c(C)c(C#N)c3ccccn23)c1	?	/
Cc1cc(OCC(=O)OC(C)C(=O)Nc2ccc(N3CCOCC3)cc2)ccc1Cl (stereo unspecified)	?	/
COc1ccc(OC)c(C2C(C#N)=C(N)Oc3c2c(C)nn3-c2ccc(C)cc2)c1 (stereo unspecified)	7%	-2
C=CCSc1cc(C)nc2c(-c3ccccc3)cnn12	7%	5
O=S(=O)(c1cccs1)N1CCN(c2ncccn2)CC1	5%	10
Cc1ccc(-n2c(C)cc(C(=O)CSc3nnnn3C)c2C)cc1	i	/
CCOc1ccc(S(=O)(=O)N(C)CC(=O)NCCN2CCOCC2)cc1	?	/
CC(NC(=O)CSc1nnc(-c2cccc(S(=O)(=O)N3CCCCC3)c2)o1)C12CC3CC(CC(C3)C1)C2 (stereo unspecified)	?	/
CNc1oc(-c2ccccc2)nc1S(=O)(=O)c1ccc(C)cc1	i	/
COc1ccc(/C=C/C(=O)c2ccccn2)cc1	?	/
Cc1ccc(S(=O)(=O)C2C(=O)NC3(C)CC2c2ccccc2O3)cc1 (stereo unspecified)	-9%	-8

Record cards, as listed above. Order of values: S3 lipid droplet	S3 lipid droplet cell count max
O=[n+]1cc(-c2ccc(Br)cc2)n([O-])c2c1CCC2 is listed with 23%	4
O=C(Cc1cccs1)Nc1ccon1 is listed with i	/
